TGFb inhibitor – qHTS for Inhibitors of TGF-b | actives 1.2% (n = 410,000) | Potency, µM (titrated, usually from 46.1 µM), inactives show at the top dose activity, negative = inhibition, actives largely listed as inhibitors | HepG2 CAGA-GFP TGF-b/SMAD3 reporter, GFP fluorescence, 18 h; TGF-beta stimulated, 500 pg/mL final | AID 588855, 2011; note: potency is the fitted concentration of half-maximal effect; % is set by controls: 0 for no effect and ±100 for the full control effect; nearly all actives have a fitted effect of over 65% in size
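GFP signal (ex488/em500-530) from TGF-beta-stimulated HEPG2 CAGA-GFP cells, 500 pg/mL final, 18 h at 37 degrees C in DMEM plus 1% FBS, normalized to unstimulated and DMSO-stimulated controls.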
A549 viability – Nrf2 qHTS screen for inhibitors: counterscreen for cytotoxicity; A549 ARE-Fluc cells, CellTiter-Fluor viability, 18-24 h; Potency, µM (top dose mostly 46 µM), inactives show at the highest dose activity change, negative = cytotoxicity, most hits filed as inhibitors; actives 0.16% (n = 390,000); AID 504648, 2011; note: potency is the fitted concentration of half-maximal effect; % is set by controls: 0 for no effect and ±100 for the full control effect
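A549 ARE_Fluc cells in 5% FBS OPTI-MEM were exposed to compounds in concentration-response for 18-24 h at 37 deg C. Viability was read by CellTiter-Fluor fluorescence (Ex 405/Em 525) after 30 min, before the luciferase read.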
S2 tox – Viability Counterscreen for Primary qHTS for Inhibitors of ATXN expression; Potency, µM (top dose mostly 56.7 µM), usual class: cytotoxic; S2 cells (HEK-293 line with an ATXN2-luciferase reporter) viability, CellTiter-Fluor protease fluorescence, 24 h; actives 0.49% (n = 400,000); AID 651635, 2014; note: potency is the fitted concentration of half-maximal effect; nearly all actives have a fitted effect of over 40% in size
MmCpn inh – Inhibitors of TCP-1 ring complex (TRiC) of Methanococcus maripaludis (MmCpn): qHTS; purified Mm-Cpn ATPase, ADP Transcreener TR-FRET; actives 0.031% (n = 330,000); Potency, µM (top dose mostly 76.9 µM), for inactives: at the highest dose activity, negative = inhibition, usual class: inhibitors; Chaperonin Mm-Cpn (Methanococcus maripaludis); note: potency is the fitted concentration of half-maximal effect; % is set by controls: 0 for no effect and ±100 for the full control effect; nearly all actives have a fitted effect of over 80% in size
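Inhibition of chaperonin ATP hydrolysis is measured as reduced ADP production, detected by competitive TR-FRET in which signal falls with ADP. Final enzyme 25 nM and ATP 10 uM, reacted 30 min at 37°C.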
Akt phos inh – HTS Assay for Inhibitors of Akt Phophorylation: Primary Screen | Neuro2A IGF-stimulated pAkt S473 HTRF, 20 min; stronger effect = lower value | activity change, % for hits at 50 µM | actives 0.32% (n = 360,000); in the data active = activity change below about -80%; inconclusive = mostly about -51% to -80%; note: % is set by controls: 0 for no effect and ±100 for the full control effect
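Neuro2A cells (4,500/well, DMEM with 0.5% FBS) were treated with compound at a single 50 µM final concentration, stimulated with 6 nM IGF for 20 min at 37 °C, and lysed. Phospho-Akt Ser473 was read by HTRF as 665/615 ratio ×10^4.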
HepG2 tox – qHTS for Inhibitors of TGF-b: Cytotox Counterscreen | HepG2 CAGA-GFP viability, ATP luminescence, 18 h | Potency, µM (titrated, usually from 46.1 µM), without a hit: top-dose activity change, negative = cytotoxicity, usual class: cytotoxic | actives 0.76% (n = 410,000) | AID 588856, 2011; note: potency is the fitted concentration of half-maximal effect; some results filed as inactive show a strong effect at the top dose
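HepG2 CAGA-GFP cells (1000/well, DMEM with 1% FBS) received compound, then TGF-beta at 500 pg/mL final, and were incubated 18 hours at 37 degrees C. Viability was read by CellTiter-Glo luminescence. Media-only wells were set as complete cell-killing and DMSO as no toxicity.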
CCT chaperon mod – High-Throughput Screening for Modulators of Cytosolic Chaperonin Activity | purified chaperonin ATPase assay, HTRF ADP detection, 30 min | activity change, % (no concentration beside the values), hits read low | actives 0.3% (n = 360,000) | AID 651819, 2012; in the data active = activity change below about -30%; note: % is set by controls: 0 for no effect and ±100 for the full control effect
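TRiC (40 or 20 nM final, by batch activity) in 30 mM Tris pH 7.4, 100 mM KCl, 5 mM MgCl2, 1 mM DTT was treated with compound at 76 uM single dose, then 10 uM ATP, 30 min at 37 °C. ADP was read by HTRF Transcreener.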
Nrf2 block – Nrf2 qHTS screen for inhibitors; actives 2.1% (n = 360,000); A549 ARE-Fluc reporter, luciferase luminescence, 18-24 h; Potency, µM (titrated, usually from 46 µM), for the others: at the highest dose activity change, negative = inhibition, most hits filed as inhibitors; note: potency is the fitted concentration of half-maximal effect; % is set by controls: 0 for no effect and ±100 for the full control effect; nearly all actives have a fitted effect of over 60% in size
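In this cell-based qHTS, ARE-driven firefly luciferase in A549 cells reports Nrf2 activity; the luminescent signal after BugLite lysis is the measured value, with a prior CellTiter-Fluor read for cell health.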
Nrf2 ARE act – qHTS of Nrf2 Activators. AREc32 ARE-luciferase reporter (MCF7-derived line), luminescence, 24 h. Potency, µM (top dose mostly 46.1 µM), inactives show at the highest dose activation, actives largely listed as activators. actives 0.31% (n = 410,000). AID 624171, 2012; note: potency is the fitted concentration of half-maximal effect; % of control where 0% means no effect; nearly all actives have a fitted effect of over 65% in size
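AREc32 cells carrying an ARE-driven firefly luciferase reporter were seeded at 1000 cells/well in OPTI-MEM with 5% FBS, then exposed to compound for 24 hr at 37 deg C. Luminescence was read with Steady-Glo after 30 min at RT.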
An asterisk follows results filed as active; i = inactive; ? = inconclusive; nt = not tested or not shown; & = joins results of further samples; [ ] = another dose, or the depositor's remark. Unless noted, calls come from the whole dose curve; as a rule, active = well fitted curve in the direction sought with a large enough effect; inconclusive = small, poorly fitted or top-dose-only effect, or another doubt; inactive = no such curve, though single readings can be large; an effect the other way counts as inactive or inconclusive.

canonical_smiles	Nrf2 block	A549 viability	Akt phos inh	TGFb inhibitor	CCT chaperon mod	MmCpn inh	HepG2 tox	Nrf2 ARE act	S2 tox
O=C(Nc1c2c(nn1-c1ccc([N+](=O)[O-])cc1)CS(=O)(=O)C2)C1CC1	8.3%	2.5%	i	2.1%	-2.5	0.4%	0.3%	-0.7%	i
Cc1ccc(CNc2ccc3c(c2)nc(C)n3C)cc1	?	2.3%	i	-1.6%	2.0	-1.3%	-8.7%	-1.4%	i
COc1ccc(-c2[nH]c(-c3ccc(C(=O)O)cc3)nc2-c2ccccc2)cc1	-0.9%	-12.6%	i	-18.8%	-1.0	-13.7%	0.2%	0.2%	i
CN(C)C(=O)c1ccccc1-c1ccccc1	-9.7%	-3.4%	i	7.3%	-3.4	0.4%	12.4%	-0.7%	i
CC(C)NC(=O)C1(c2ccccc2)CC1(Cl)Cl (configuration not stated)	-1.3%	-1.1%	i	2.7%	1.9	1.0%	-3.1%	-0.1%	i
COc1cccc(CN(C)C(=O)c2sccc2-c2ccccc2)c1OC	-8.3%	10.3%	i	-28.5%	-0.3	-4.5%	-6.7%	-0.7%	i
CCSc1nc2ccc(C)cc2cc1C#N	-2.9%	-8.6%	i	-11.5%	2.8	2.6%	-17.7%	0.3%	i
COc1ccc(NC(=S)NCCN2CCOCC2)cc1	-7.9%	-2.2%	i	6.6%	-3.4	-4.3%	-12.5%	0.0%	i
CC(C)CN1CCC(=O)N(C(CSc2ccc(Br)cc2)c2ccccc2)CC1 (configuration not stated)	10.2%	-14.3%	nt	-17.1%	nt	nt	1.2%	nt	nt
COc1ccccc1/C=C/C1NC(=O)NC(C)=C1C(=O)OC(C)C (configuration not stated)	0.0%	4.8%	i	0.0%	1.0	0.6%	-2.1%	0.1%	i
Cc1ccc(-c2c(C)cc3oc(=O)cc(-c4ccccc4)c3c2C)cc1	-18.2%	15.0%	i	-27.2%	0.7	-3.5%	-10.1%	1.2%	i
C=CCN1CCN(C(c2ccccc2)c2nnnn2CCC(C)C)CC1 (configuration not stated)	-5.0%	1.4%	i	-10.3%	-3.2	-2.0%	-60.0%	0.1%	i
COC(=O)[C@@H]1C[C@H]2CC[C@H](O)C[C@H]2N1Cc1ccc(N2CCN(C)CC2)cc1	-5.2%	1.1%	i	4.8%	0.1	1.0%	2.0%	0.6%	i
COc1cccc(CNC(=O)C2CCCN(c3nn4c(=O)cc(C)nc4s3)C2)c1 (configuration not stated)	10.5%	9.8%	i	?	-0.7	0.6%	-10.4%	0.2%	i
CCCCCCCCCCCCN1[C@@H](CC(=O)OC)c2cc(C(F)(F)F)ccc2S1(=O)=O	5.7%	0.5%	i	4.2%&-3.3%	0.3	nt	-3.3%&-4.2%	-0.7%	i
CCOc1ccccc1Nc1nc(N)nc(CN2CCCCC2C)n1 (configuration not stated)	2.3%	0.7%	i	3.7%	-4.5	1.4%	-14.7%	-0.2%	i
CCOc1cc(C2CC(=O)NC3=C2C(=O)C(C(=O)OC)C(C)C3)cc(Br)c1O (configuration not stated)	12.8%	-9.1%	i	-12.6%	0.1	-0.5%	5.3%	0.9%	i
O=c1[nH]c(=O)c2nc3ccccc3nc2[nH]1	10.6%	-4.6%	nt	-1.1%	nt	-1.6%	5.3%	3.1%	i
Cc1cc(/C=N/NC(=O)c2c(Br)cnn2C)c(C)n1-c1cccc(Br)c1	-16.3%	-1.4%	i	0.0%	1.0	-1.7%	-40.7%	2.9%	i
Cc1ccc(NC(=O)Cc2nc(CN(C)CC(=O)Nc3ccc(C)cc3)cs2)cc1	-6.8%	-3.8%	i	-17.7%	-14.0	-2.8%	1.4%	3.2%	i
CCOC(=O)c1ccc(NC(=O)CN2C(=O)c3cccnc3Oc3ccc(Cl)cc32)cc1	-9.5%	-7.0%	nt	?	nt	nt	-24.7%	15.7%	nt
COc1ccc(-c2ccc(C(=O)Nc3cccc(C(C)=O)c3)c3occc23)c(C)c1	nt	nt	i	8.5%	0.4	nt	-18.1%	3.9%	?
O=C(Nc1c(-c2ccc(F)cc2)nc2ccccn12)c1ccccc1F	9.2%[9.27 µM]	-5.9%	nt	1.6%	nt	nt	-7.0%	0.0%	?
COc1cccc(CN(CC2CCCO2)S(=O)(=O)c2ccc(S(=O)(=O)N(C)C)cc2)c1 (configuration not stated)	-29.0%	6.6%	i	-0.8%	-2.0	0.6%	-9.3%	0.2%	i
Cc1cccc(NC(=O)CN2C(=O)N/C(=C/c3cc(C)n(-c4ccncc4)c3C)C2=O)c1	-28.9%	-6.2%	i	2.1%	-3.2	-0.9%	-2.7%	-0.8%	i

3 entries from above, ordered by the value under CCT chaperon mod, rising:
| Compound | CCT chaperon mod |
| --- | --- |
| Cc1cccc(NC(=O)CN2C(=O)N/C(=C/c3cc(C)n(-c4ccncc4)c3C)C2=O)c1 | -3.2 |
| COc1cccc(CNC(=O)C2CCCN(c3nn4c(=O)cc(C)nc4s3)C2)c1 (configuration not stated) | -0.7 |
| CCSc1nc2ccc(C)cc2cc1C#N | 2.8 |

Following part
canonical_smiles	Nrf2 block	A549 viability	Akt phos inh	TGFb inhibitor	CCT chaperon mod	MmCpn inh	HepG2 tox	Nrf2 ARE act	S2 tox
CCN1C(=O)c2cccc3cccc1c23	-6.1%	12.3%	i	?	-0.6	-2.3%	-1.9%	6.5%	i
O=C(CN1CCCC1)Nc1ccc(Br)cc1	8.5%	3.1%	i	2.7%	-1.2	3.2%	-10.4%	2.4%	nt
Cc1nnc(SCC(=O)Nc2ccc(Cl)cn2)s1	10.1%	-4.6%	i	3.2%	-1.9	-3.0%	6.9%	-0.5%	i
Cc1ccc2oc(C(=O)Nc3nnc(C)s3)c(C)c2c1	?	-17.2%	i	-1.4%	-4.0	?	-9.5%	2.6%	i
O=C(CSc1nnc(CN2CCOCC2)n1-c1ccc(Cl)cc1)Nc1cc(Cl)ccc1O	nt	-1.5%	i	6.7%	0.7	nt	6.2%	3.1%	i
S=C1NC(c2ccccc2)=CC(c2ccccc2)N1 (configuration not stated)	-10.3%	3.2%	i	-0.5%	-0.4	-0.7%	-2.5%	3.1%	i
COc1cc(OC)nc(Nc2nc(C(N)Cc3ccccc3)cs2)n1 (configuration not stated)	nt	nt	i	?	-3.2	nt	-62.5%	7.1%	i
CCn1cc(C(=O)NCCOC)c(=O)c2cc(S(=O)(=O)N3CCOCC3)ccc21	0.1%	1.8%	nt	-10.9%	nt	nt	-2.9%	0.2%	i
Cc1cc(C)cc(NC(=O)CSc2cc(C)[nH]c(=O)n2)c1	nt	6.4%	nt	18.9%	nt	nt	-6.0%	0.3%	i
Cc1ccc(NC(=O)C(c2ccc(Cl)cc2Cl)N2CCCC2)cc1 (configuration not stated)	?	-4.9%	i	0.1%	-2.4	-1.6%	-1.9%	0.4%	i
CC(C)CNS(=O)(=O)c1ccc(CCC(=O)NC2CCCCC2)cc1	-26.7%	-3.6%	i	0.0%	-0.3	nt	-31.7%	0.3%	i
Cc1ccc(/C(O)=C2/C(=O)C(=O)N(CCN3CCOCC3)C2c2cccs2)cc1 (configuration not stated)	12.4%	-0.4%	i	2.6%	-10.5	-6.0%	-3.1%	1.9%	i
CCOC(=O)c1cnc2c(ccc3ccccc32)c1Nc1ccc(C(C)=O)cc1	21.2%	-3.7%	nt	14.7%	nt	nt	-3.3%	-0.2%	i
O=C(N/N=C/c1cccc([N+](=O)[O-])c1)c1cc2ccccc2o1	3.0%	-4.2%	i	-1.2%	1.3	2.2%	-33.2%	5.7%	i
Cc1cc(NC(=O)CSc2nnc(-c3ccc(O)cc3)o2)no1	20.9%	-11.2%	i	7.5%	-0.5	0.0%	-3.7%	1.6%	i
CCOC(=O)N1CCC(N2Cc3cccc(C(=O)Nc4ccccc4OC)c3C2=O)CC1	-7.7%	4.8%	i	-1.1%	-1.1	2.4%	1.2%	-0.2%	i
Cc1ccc(C)c(NC(=O)C2CC(Cl)=CCC2C(=O)O)c1 (configuration not stated)	nt	3.6%	i	20.4%	1.3	1.3%	-12.8%	-1.0%	i
COc1ccc(C(CNC(=O)CCC(=O)c2ccc(C)s2)N2CCOCC2)cc1 (configuration not stated)	2.0%	21.5%	i	-0.3%	1.9	-4.5%	5.7%	-1.0%	i
COc1ccc(Cl)cc1NC(=O)c1cccc(NC(=O)CCC(=O)O)c1	2.6%	5.0%	i	5.1%	-3.5	-2.2%	1.3%	3.1%	i

Bioassay records: PubChem BioAssay, National Center for Advancing Translational Sciences (NCATS)
